FEN1 inh: qHTS Assay for the Inhibitors of Human Flap endonuclease 1 (FEN1); P39748; Recombinant FEN1 flap cleavage, fluorescence, 15 min; Potency, µM (top dose mostly 114 µM), inactives show at the top dose activity change, negative = inhibition, actives largely listed as inhibitors; 390,000 tested, 0.35% active; note: nearly all actives have a fitted effect of over 65% in size
Target sequence (P39748 whole entry, looked up): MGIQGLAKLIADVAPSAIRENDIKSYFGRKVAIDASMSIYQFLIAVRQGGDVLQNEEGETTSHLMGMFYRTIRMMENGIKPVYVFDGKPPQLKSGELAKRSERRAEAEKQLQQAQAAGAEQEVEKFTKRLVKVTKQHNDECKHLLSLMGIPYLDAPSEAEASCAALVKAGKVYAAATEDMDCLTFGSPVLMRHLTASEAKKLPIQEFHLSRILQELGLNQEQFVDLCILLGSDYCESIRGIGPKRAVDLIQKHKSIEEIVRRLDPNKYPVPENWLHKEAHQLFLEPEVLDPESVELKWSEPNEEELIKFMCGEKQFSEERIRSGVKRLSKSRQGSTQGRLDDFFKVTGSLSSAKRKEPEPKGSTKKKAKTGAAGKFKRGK
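FEN1 at 10 nM, compound pretreatment for 15 min (room temperature), 50 nM final substrate to initiate; endpoint reads at 0 and 15 min; DMSO-only plates used as vehicle background.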
N370S GC: qHTS Assay for Inhibitors and Activators of N370S glucocerebrosidase as a Potential Chaperone Treatment of Gaucher Disease; Lysosomal acid glucosylceramidase (Homo sapiens), P04062; N370S GC spleen homogenate, 4MU-glucoside fluorescence; Potency, µM (titrated, usually from 59.4 µM), inactives show at the highest dose activity change, negative = inhibition, usual class: inhibitors; 330,000 tested, 0.092% active; AID 2101, 2009;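 note: 0% = full enzyme activity and -100% = no enzyme basal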
GCN5L2 inh: qHTS Assay for Inhibitors of GCN5L2. 390,000 tested, 0.21% active. GCN5L2 HAT assay, ThioGlo1 CoA-SH fluorescence. Potency, µM (titrated, usually from 58.9 µM), for the others: top-dose activity change, negative = inhibition, most hits filed as inhibitors. Histone acetyltransferase KAT2A (Homo sapiens), Q92830
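ThioGlo1-coupled HAT assay: 20nM GCN5L2, 70uM acetyl-CoA, 75uM H3(1-25) peptide, pH 7.5. Fluorescence read at 340/540nm at start and after 20 min at room temperature.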
Starred values were filed as active, the others as inactive; ? = inconclusive; . = not tested or not shown; [ ] = remark or other dose. Calls come from the whole dose curve; as a rule, active = well fitted curve in the direction sought with a large enough effect; inconclusive = small, poorly fitted or top-dose-only effect, or another doubt; inactive = no such curve, though single readings can be large; an effect the other way counts as inactive or inconclusive. Unless noted, % is set by controls: 0 for no effect and ±100 for the full control effect; potency is the fitted concentration of half-maximal effect.

| Molecule | FEN1 inh | N370S GC | GCN5L2 inh |
| --- | --- | --- | --- |
| N#CC(c1ccccc1F)(c1ncc(C(F)(F)F)cc1Cl)N1CCOCC1 (stereo not drawn) | 4% | -17% | -2% |
| O=S(=O)(Nc1cccc2nsnc12)c1ccccc1 | -14% | -13% | 2% |
| Cc1ccc(/C=C2\C(=N)N3N=C(CC(=O)N4CCCCC4)SC3=NC2=O)cc1 | -15% | -5% | -9% |
| Cn1nnnc1-c1cc(Cl)cc(Cl)c1 | -1% | -8% | 1% |
| Cc1noc(C)c1NC(=O)Nc1ccc2c(c1)C(=O)N([C@H](C)CO)C[C@H](C)[C@@H](CN(C)S(=O)(=O)c1c(C)noc1C)O2 | 13% | . | -5% |
| COC(=O)C1=C(C)NC2=C(C(=O)CCC2)C1c1cn(Cc2ccc(Br)cc2)nc1-c1ccccc1 (stereo not drawn) | 8% | 6% | -17% |
| Cn1cnnc1SCC(=O)Nc1c(F)cc(F)cc1Br | -4% | -19% | -4%[0.501 µM] |
| CC1=C/C(=C(\c2ccc(O)c(C)c2)c2ccccc2S(=O)(=O)O)C=CC1=O | 3% | 1% | -2% |
| COc1ccc(C)cc1NC(=O)C1CCN(S(=O)(=O)c2ccccc2)CC1 | 8% | 1% | -26% |
| CCN(c1ccccc1)S(=O)(=O)c1ccc(C(=O)Nc2ccc(C)cn2)cc1 | -18% | 1% | -4% |
| COCCCNC(=O)CCc1nc2cccnc2n1Cc1ccccc1 | -13% | 6% | -5% |
| COc1ccc(-c2ccc3c(c2)S(=O)(=O)c2cccc(C(=O)NCCOc4ccccc4Cl)c2C3=O)cc1OC | 12% | . | 0% |
| COc1ccc(NC(=O)Nc2ccc3c(c2)C(=O)N([C@H](C)CO)C[C@H](C)[C@@H](CN(C)S(C)(=O)=O)O3)cc1 | -3% | . | 1% |
| CC(C)CN(/C=N/c1sc2c(c1C#N)CCCCC2)CC(C)C | 3% | . | -4% |
| O=C(O)CCN1C(=O)/C(=C/c2cn(-c3ccccc3)nc2-c2cccs2)SC1=S | ? | -18% | 4% |
| N/C(=N\c1nc2c(c(=O)[nH]1)CCC2)Nc1cccc2ccccc12 | -1% | 5% | -12% |
| CCN(CC)S(=O)(=O)c1ccc(C(=O)Nc2nnc(C(C)C)s2)cc1 | 13% | 1% | -1% |
| O=C(COc1ccccc1)Nc1ccc2c(c1)nc1n2CCOC1 | -7% | 6% | -4% |
| COc1cccc(NC(=O)c2ccc3nc(CCc4ccccc4)oc3c2)c1 | 13% | . | -4% |
| CCc1ccc(C2Sc3ccccc3NC3=C2C(=O)c2ccccc23)cc1 (stereo not drawn) | -9% | . | -11% |
| COc1ccc(C(=O)c2cccc(C(=O)c3ccc(OC)c(C)c3)c2)cc1C | 1% | 3% | 2% |
| O=C1NCCCN1Cc1ccc(Cl)cc1 | 0% | -5% | -1% |
| O=C(Cn1cnc2ccccc2c1=O)c1ccccc1 | -2% | 3% | 0% |
| O=C(NCCCN1CCCC1)c1ccc(CS(=O)(=O)c2c(Cl)cccc2Cl)o1 | -22% | -11% | -4% |
| COc1cccc(NC(=O)CSc2nc(=O)n(Cc3ccco3)c3c2CCC3)c1 | 13% | . | -3% |
| COc1ccc(C(=O)Nc2cccc(C(=O)N/N=C/c3ccc(OC)cc3OC)c2)cc1 | -21% | 4% | -8% |
| Cc1ccc(S(=O)(=O)NC2=NCN(C3CCCCC3)CN2)cc1 | 6% | 8% | -7% |
| c1ccc(-c2ccccc2OCCn2cncn2)cc1 | 5% | 1% | -6% |
| CC1(C(=O)Nc2nccs2)Cc2ccccc2C(=O)O1 (stereo not drawn) | -15% | 3% | 3% |
| CN(CC(=O)NNC(=O)CNC(=O)c1ccccc1F)S(=O)(=O)c1ccc(Cl)cc1 | 18% | . | -5% |
| Cc1cc(NC(=O)c2cccc(S(=O)(=O)Nc3cccc(C(=O)O)c3)c2)no1 | 5% | -1% | -25% |
| Cc1nc2ccccc2c(=O)n1/N=C/c1ccc2ccccc2c1O | 10% | 1% | 8% |
| Cc1ccc(CN2CCC(c3cc(-c4cccs4)n[nH]3)CC2)cc1 | 0% | -6% | 1% |
| CC(=O)c1c(C)[nH]c(C(=O)Nc2cccnc2)c1C | 4% | -8% | -1% |
| CC1CN(c2nc3ccccn3c(=O)c2/C=C(\C#N)C(N)=O)CC(C)O1 (stereo not drawn) | -4% | 2% | ? |
| COc1ccc(C(=O)OCC(=O)Nc2cc(C)c(C)cc2[N+](=O)[O-])cc1 | 1% | 0% | 3% |
| CCOC(=O)CNC(=O)CSc1nnc(-c2ccccc2)c(-c2ccccc2)n1 | -5% | -24% | -1% |
| COc1ccccc1NC(=O)C/C(N)=N/OCC(=O)Nc1cccc(Cl)c1 | -8% | . | 1% |
| C[C@](Cc1ccc(O)c(O)c1)(NN)C(=O)O | ? | . | -6% |
| Cc1ccc(CCNC(=O)C23CN(Cc4ccccc4)CC2C(c2ccc([N+](=O)[O-])cc2)=NO3)cc1 (stereo not drawn) | -6% | -21% | -10% |
| COc1cccc(NC(=O)c2ccccc2Br)c1 | 4% | -14% | -2% |
| COc1ccc(Nc2ccc(C(=O)O)cc2[N+](=O)[O-])cc1 | -2% | -7% | 19% |
| CCOC(=O)c1cc2sc(C)cc2n1CC(=O)N(CC)CC | -11% | 7% | -19% |
| O=C(CSc1nnc(-c2ccccc2)n1C1CCCCC1)N1CCCC1 | 8% | 26% | -1% |
| CCc1cccc(NC(=O)CSc2ncc3c(n2)-c2ccccc2N(Cc2ccccc2C)S3(=O)=O)c1 | 32% | . | -4% |
| COCCC(=O)N1CCC(Oc2ccc(C(=O)NCc3ccon3)cc2)CC1 | -3% | 3% | -4% |
| Cc1ccc2c(c1)-c1nc(-c3ccccc3)cc(-c3ccccc3)c1CO2 | 5% | . | -4% |
| CC1(C)C(=O)C2(CCCCC2)C(=O)OC1c1cccc([N+](=O)[O-])c1 (stereo not drawn) | 3% | -21% | 8% |
| N#CC(c1ccc(Cl)cc1)c1ncc(C(F)(F)F)cc1Cl (stereo not drawn) | -11% | -2% | -9% |
| O=C(O)CCCC(=O)NS(=O)(=O)c1ccc(Cl)cc1 | -4% | 20% | 0% |
| Cc1ccc(C)c(NC(=O)c2ccccn2)c1 | 3% | 4% | -17% |
| COc1ccc(CCNC(=O)COC(=O)c2ccc(S(=O)(=O)N3CCCC3)cc2)cc1OC | 10% | . | -9% |
| CCc1nc2oc3ccc(C)cc3c(=O)c2cc1C(=O)OC | 8% | -10% | 2% |
| CCS(=O)(=O)Nc1c(C)n(C)n(-c2ccccc2)c1=O | -2% | -5% | -3% |
| O=C(C[C@@H]1C/C=C/CC[C@H](Cc2ccc(F)cc2)C(=O)OCCNC1=O)N[C@H](CO)Cc1ccccc1 | 0% | . | 2% |
| Cc1cccc(NC(=O)c2sc(Cl)nc2C)c1C | 11% | 18% | -6% |
| CCC(=O)N1CCc2cc(S(=O)(=O)CCC(=O)N3CCN(c4ccc(F)cc4)CC3)ccc21 | -7% | 4% | -4% |
| COc1ccc2oc(C(=O)OCC(=O)N(CCC#N)c3ccccc3)c(C)c2c1 | -14% | 3% | -27% |
| C=C1CCC(C)C(C)(CCC2=CCOC2=O)C/C=C\C=C/1C(=O)O (stereo not drawn) | -4% | 2% | -28% |
| CCc1ccc(N(CC(=O)Nc2ccc(OC)cc2OC)S(C)(=O)=O)cc1 | -12% | -4% | 0% |

The list goes on, overlapping the part above by six compounds.
| Molecule | FEN1 inh | N370S GC | GCN5L2 inh |
| --- | --- | --- | --- |
| O=C(C[C@@H]1C/C=C/CC[C@H](Cc2ccc(F)cc2)C(=O)OCCNC1=O)N[C@H](CO)Cc1ccccc1 | 0% | . | 2% |
| Cc1cccc(NC(=O)c2sc(Cl)nc2C)c1C | 11% | 18% | -6% |
| CCC(=O)N1CCc2cc(S(=O)(=O)CCC(=O)N3CCN(c4ccc(F)cc4)CC3)ccc21 | -7% | 4% | -4% |
| COc1ccc2oc(C(=O)OCC(=O)N(CCC#N)c3ccccc3)c(C)c2c1 | -14% | 3% | -27% |
| C=C1CCC(C)C(C)(CCC2=CCOC2=O)C/C=C\C=C/1C(=O)O (stereo not drawn) | -4% | 2% | -28% |
| CCc1ccc(N(CC(=O)Nc2ccc(OC)cc2OC)S(C)(=O)=O)cc1 | -12% | -4% | 0% |
| CC1CCCN(CC(=O)N2c3ccccc3Sc3ccccc32)C1 (stereo not drawn) | -1% | -3% | 1% |
| CCc1cccc(C)c1Nc1c(-c2ccccc2)nc2sccn12 | 1% | . | -9% |
| CC(C)Nc1nnc(SCC(=O)Nc2ccc3c(c2)C(=O)c2ccccc2C3=O)s1 | -7% | 0% | -10% |
| COc1cccc(-n2cc(C(=O)NCCCOC(C)C)c3ccccc3c2=O)c1 | 0% | -6% | 5% |
| Nn1c(SCc2c(F)cccc2F)nnc1-c1ccccn1 | 5% | 7% | 4% |
| O=C(CC(=O)N/N=C\c1c(Cl)cccc1Cl)NCc1ccccc1 | -2% | 2% | -6% |
| O=C(CC12CC3CC(CC(C3)C1)C2)Nc1cccc2ncccc12 | -6% | 16% | -3% |
| CCCCNC(=O)O[C@H]1C[C@@H]2CCN3C(=O)CCC(C)(C)[C@H](C1)[C@H]23 | -12% | -7% | -4% |
| COc1cc(NC(=O)c2cccnc2)c(OC)cc1NC(=O)c1ccc(Br)cc1 | -17% | 5% | -5% |
| N/C(Cc1ccc([N+](=O)[O-])cc1)=N\OC(=O)c1ccc([N+](=O)[O-])cc1 | 2% | 10% | 3% |
| Cc1cccc(NC(=O)CSc2nc3ccccc3nc2N2CCCC2)c1C | -1% | 0% | 5% |
| Cn1c(SCC(=O)Nc2ccccc2F)nnc1-c1cccs1 | 5% | -4% | -8% |
| O=P(c1ccccc1)(c1ccccc1)C(O)c1ccncc1 (stereo not drawn) | 2% | 13% | -3% |
| COc1ccccc1N1CCN(c2cc(C)nc3nncn23)CC1 | 14% | . | -2% |
| COc1ccccc1/C=C/C=N/n1c(COc2ccccc2)n[nH]c1=S | 0% | -8% | 0% |
| COc1cc2c(C(=O)OCCN(C)C)c(CSc3ccccc3)n(C)c2cc1Br | -24% | -8% | -3% |
| Cc1ccccc1C1C(=O)c2ccccc2C1=O | -18% | -9% | -3% |
| CCOC(=O)C1CCN(C(=O)C2CCN(c3nnc(C)c4c(C)n(-c5ccccc5)nc34)CC2)CC1 | 7% | . | -14% |
| O=C(CCCSc1nc2ccccc2[nH]1)NCc1ccccc1Cl | -2% | 22% | 2% |
| Nc1c(-c2n[nH]c(=S)n2-c2ccc(Cl)cc2Cl)cnn1-c1ccccc1 | 0% | 6% | -4% |
| CC(C)CCNC(=O)CCn1nc(-c2ccccc2)ccc1=O | -1% | 5% | -1% |
| CC(C)(C)c1ccc(C(=O)NCC(c2ccco2)S(=O)(=O)c2ccc(F)cc2)cc1 (stereo not drawn) | -5% | . | -12% |
| Nc1cc(N)nc(SCC(=O)Nc2cc(S(=O)(=O)N3CCOCC3)ccc2Cl)n1 | -2% | -4% | -13% |
| O=C(N/N=C/c1ccccc1[N+](=O)[O-])c1ccc2nc[nH]c2c1 | 11% | -4% | -12% |
| C#CCn1cc[n+](CC(=O)N(C)C)c1 | -2% | -2% | 1% |
| CN(C(=O)COC(=O)c1cc(F)c(F)cc1Cl)c1ccccc1 | -11% | -4% | -5% |
| Cn1nc(-c2ccc(N3CCN(CCO)CC3)c([N+](=O)[O-])c2)c2ccccc2c1=O | -17% | -5% | -6% |
| Fc1ccc(CCNC(=S)Nc2ccc(F)cc2)cc1 | 1% | 11% | -6% |
| COc1cc2ccccc2cc1C(=O)Nc1nc(C)c(C(C)=O)s1 | -6% | -14% | -4% |
| Cc1cc(SCC(=O)c2ccccc2)n2ncc(-c3ccccc3)c2n1 | -12% | ? | -6% |
| CNc1ccc(/C=C(\CCC(=O)O)c2nc3ccccc3s2)cc1[N+](=O)[O-] | -9% | -10% | -4% |
| CCOC(=O)N1CCN(S(=O)(=O)c2ccc(C(=O)Nc3sc4c(c3C(N)=O)CCN(CC)C4)cc2)CC1 | -14% | -6% | -6% |
| CC(C)CNC(=O)CSc1nnc(-c2ccc(Cl)cc2)n1N | 13% | 5% | -5% |
| CCOC(=O)C1=CC[C@@H](c2cc3cc(OC)ccc3n2C)N(S(=O)(=O)c2ccc(C)cc2)[C@H]1C(=O)OCC | -3% | . | -5% |
| CCCc1cc(=O)[nH]c(SCC(=O)N(CC(C)C)C2CCS(=O)(=O)C2)n1 (stereo not drawn) | 4% | 3% | -11% |
| Cc1ccc(CN2C(=O)C(=O)c3cc(C)ccc32)cc1 | 7% | . | -5% |
| COc1ccc(CN2CC34C=CC(O3)C(C(=O)O)C4C2=O)cc1 (stereo not drawn) | -2% | -2% | -4% |
| COc1ccc2c(c1OC)C(Cc1ccccc1)N1CCc3cc4c(cc3C1=C2)OCO4 (stereo not drawn) | . | 5% | ? |
| Cc1ccc(-n2c(CNc3ccc(F)cc3)nnc2SCC(=O)N2CCCC2)cc1 | 6% | -18% | 16% |
| O=C(NCCc1ccc(Cl)cc1)c1ccc(Cn2c(=O)[nH]c3ccccc3c2=O)cc1 | -7% | -9% | -1% |
